Screening data (PubChem)
GSK3beta inhib = human GSK3beta kinase inhibition; GST-GSK3beta kinase, ADP-Glo luminescence, 60 min; active compounds read low; activity score (negative = inhibition), % at 10 µM; 0.038% of 300,000 active;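 active = more than half of replicate wells score below -50%, meaning over 50% inhibition versus plate controls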;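 also: 0% = median DMSO wells and -100% = median GW8510 positive control wells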
Target sequence (P49841 whole entry, looked up): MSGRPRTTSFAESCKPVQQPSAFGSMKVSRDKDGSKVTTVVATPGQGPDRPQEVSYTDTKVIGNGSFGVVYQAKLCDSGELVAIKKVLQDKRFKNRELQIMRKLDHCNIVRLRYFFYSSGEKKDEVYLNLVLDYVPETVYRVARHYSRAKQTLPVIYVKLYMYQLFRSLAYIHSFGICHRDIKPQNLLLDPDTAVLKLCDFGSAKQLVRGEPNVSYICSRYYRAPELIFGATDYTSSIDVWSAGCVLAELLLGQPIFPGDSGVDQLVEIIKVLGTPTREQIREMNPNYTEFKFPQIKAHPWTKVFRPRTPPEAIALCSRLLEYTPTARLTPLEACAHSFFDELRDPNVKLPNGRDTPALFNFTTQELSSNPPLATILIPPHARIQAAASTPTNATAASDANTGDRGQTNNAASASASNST
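Test system: GST-fused GSK3beta enzyme, cell-free | Quantity: 1.6 ng GST-GSK3beta enzyme per well | Reagent: 25 µM ATP with peptide substrate | Schedule: 60 min enzyme reaction, room temperature | Signal: Luminescent ADP-Glo measurement of ADP formed | Read-out basis: Score relative to plate controls | Control set: DMSO and 20 µM GW8510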
KCNQ1 block = human KCNQ1 channel inhibition; B-score at 10 µM; CHO-K1 KCNQ1, FluxOR thallium flux fluorescence; active compounds read high; P51787; 1.3% of 310,000 active;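 active = compounds whose thallium flux B-score, printed positive for inhibition, exceeds three library SD while starting fluorescence stays within three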;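 also: channel opened by potassium depolarization with thallium stimulus after 20 min compound exposure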
KCNK3 block = human KCNK3 channel inhibition, primary screen | O14649 | CHO-KCNK3 thallium flux, FluxOR fluorescence; active compounds read low | B-score at 10 µM | 0.84% of 340,000 active;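 active = B-score under library mean minus 4 SD, starting fluorescence ratio at most library mean plus 5 SD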;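 also: more negative B-score means stronger inhibition of thallium flux through KCNK3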
DYRK1A inh = blocks rat Dyrk1A kinase activity; Q63470; ADP-Glo luminescence, NFATc1 peptide; inhibition, % at 12.5 µM; 0.43% of 310,000 active; in the data active = inhibition above about 50%;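 also: plate controls were vehicle with enzyme for no effect and no enzyme for full effect; many of its hits are not listed in these tables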
KCNQ1 act = potentiates or activates the human KCNQ1 potassium channel | B-score at 10 µM | P51787 | CHO-K1 KCNQ1, thallium flux FluxOR fluorescence; active compounds read high | AID 2648 | 0.35% of 310,000 active;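 active = fluorescence ratio B-score, a plate-corrected score, at least three library SD, with initial intensity B-score within 5 SD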
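System: CHO-K1 cells stably expressing KCNQ1 / Medium: assay buffer for compound exposure, DMSO matched across wells / Reagent: thallium- and potassium-containing depolarizing buffer / Compound: one concentration, matched DMSO / Incubation: 20 min compound pretreatment at room temperature / Measured by: kinetic FluxOR fluorescence, 10 s baseline plus 110 s post-stimulus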
KCNK9 block = blocks the human KCNK9 two-pore domain potassium channel; Q9NPC2; B-score at 10 µM; HEK293 KCNK9, FluxOR thallium flux fluorescence; active compounds read low; 1.2% of 310,000 active;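 active = ratio B-score over 3 SD below the library mean, with starting fluorescence within 5 SD of its mean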;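 also: negative B-score means less thallium flux so channel inhibition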
Target sequence (Q9NPC2 whole entry, looked up, the tested form may be a part): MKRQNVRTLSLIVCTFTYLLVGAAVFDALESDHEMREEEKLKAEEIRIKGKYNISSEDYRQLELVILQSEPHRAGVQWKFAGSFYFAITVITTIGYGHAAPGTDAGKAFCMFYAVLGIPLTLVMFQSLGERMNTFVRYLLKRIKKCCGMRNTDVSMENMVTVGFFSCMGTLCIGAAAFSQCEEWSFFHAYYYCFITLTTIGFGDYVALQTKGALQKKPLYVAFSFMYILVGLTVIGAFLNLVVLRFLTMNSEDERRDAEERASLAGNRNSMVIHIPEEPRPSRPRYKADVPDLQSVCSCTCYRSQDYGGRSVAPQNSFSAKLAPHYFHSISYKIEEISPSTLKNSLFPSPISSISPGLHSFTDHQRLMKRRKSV
PolyA inhibitor = inhibitors of polyadenylation in S. cerevisiae; 0.02% of 300,000 active; calls only at 12 µM; S. cerevisiae SKY197-pL101 polyadenylation reporter, beta-gal luminescence; efflux-impaired pdr1/pdr3 knockout yeast; score 100 = 6 SD above DMSO;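 active = lowest replicate activity score at least 50, where 100 means six control SD above control mean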;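 also: yeast exposed to compound for 9 h at 30 °C; higher score means more reporter readthrough which indicates perturbed polyadenylation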
RGS4 inh = inhibitors of human RGS4 | P49798 | HEK293 M3R/RGS4 inducible, Fluo-4 calcium flux; active compounds read high; triggered by carbachol at its EC20 | B-score at 10 µM | 0.45% of 310,000 active;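 active = B-score, a plate-corrected calcium signal, over three deviations above library mean, with baseline fluorescence within five deviations of library mean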;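 also: RGS4 expression induced by doxycycline in cells with stable M3 receptor; B-score is computed from the integrated fluorescence ratio over baseline after carbachol; higher B-score means a larger calcium signal and so more RGS4 inhibition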
Target sequence (P49798 whole entry, looked up): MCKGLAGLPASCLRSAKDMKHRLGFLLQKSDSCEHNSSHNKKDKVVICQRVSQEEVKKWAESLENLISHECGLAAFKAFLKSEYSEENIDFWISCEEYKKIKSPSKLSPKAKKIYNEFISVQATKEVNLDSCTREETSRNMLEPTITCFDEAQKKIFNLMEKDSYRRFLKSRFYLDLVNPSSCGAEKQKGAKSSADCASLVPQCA
GSK3A inh = human GSK-3 alpha kinase inhibition. P49840. ADP-Glo luminescence, 60 min. inhibition, % at 10 µM. 0.1% of 320,000 active. AID 2650;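 in the data active = inhibition above about 50%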;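 also: GST-tagged GSK-3 alpha with peptide substrate and 25 µM ATP; 0% = DMSO neutral wells and 100% = GW8510 positive control wells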
hERG rescue = shields human hERG channel from block by proarrhythmic agents; Q12809; CHO-hERG, FluxOR thallium flux, dofetilide IC70 present; activation (rescue from dofetilide block), less the hit threshold, % at 10 µM; 0.51% of 310,000 active; AID 1511;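 active = activation above the mean of controls blocked by dofetilide plus 5 SD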;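 also: thallium influx through hERG after potassium depolarization seen as dye fluorescence rise; in these data hits start at about 4.7%; inactives centre near -7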
RGS4 pot = RGS4 potentiation or activation; HEK293 M3R/inducible RGS4, carbachol calcium flux Fluo4; active compounds read low; B-score at 10 µM; 0.92% of 310,000 active;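 active = B-score of the integrated calcium signal more than 4 SD below the library mean, with starting fluorescence not abnormally high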;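 also: negative B-score means reduced calcium response which marks RGS4 activation or potentiation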
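Also added: carbachol at ECmax as muscarinic agonist stimulus; Assay system: HEK293 cells with stable M3R and inducible RGS4; Timing: overnight RGS4 induction, 30 min dye load 37 °C, 20 min compound RT; Measured by: Fluo4-AM (2 µM) calcium-flux fluorescence, kinetic read.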
* hit, by the source's call; i = inactive; . = no result given. Only part of the results is shown (hit frequency here may not be typical).

SMILES,GSK3beta inhib,KCNQ1 block,KCNK3 block,DYRK1A inh,KCNQ1 act,KCNK9 block,PolyA inhibitor,RGS4 inh,GSK3A inh,hERG rescue,RGS4 pot
CCC(C)(C)NC(=O)C(c1ccncc1)N(C(=O)c1sc(C)nc1C)c1ccc(F)cc1 (configuration not stated),1,i,i,-5,i,i,i,i,-2,-7,i
O=C(Cn1cc([N+](=O)[O-])cn1)NCC1CCCO1 (configuration not stated),2,i,i,-3,i,i,i,i,1,-9,i
CC(Nc1nc(=S)nc(Nc2ccc(F)cc2)[nH]1)c1ccccc1 (configuration not stated),1,i,i,0,i,i,.,i,-1,-4,i
Cc1ccc[n+](C(C)C(=O)c2ccc(Cl)cc2)c1 (configuration not stated),3,i,i,.,i,i,i,i,4,-9,i
O=C(OCC#CCSc1nnc(-c2ccccc2)o1)c1cccs1,1,i,i,-3,i,i,i,i,.,-12,i
O=C(COC(=O)CNC(=O)c1ccc(F)cc1)Nc1cccc(S(=O)(=O)N2CCCC2)c1,19,i,i,2,i,i,i,i,0,-16,i
Cc1ccc2nc(SCC(=O)NCc3ccco3)nc(=O)n2c1,-3,i,i,8,i,i,i,i,-3,-18,i
O=C(NCc1cccs1)C(=O)c1cn(CC(=O)N2CCOCC2)c2ccccc12,0,i,i,.,i,i,i,i,-7,-1,i
COc1ccc(-n2nc(C(=O)NCC(=O)NC3CCCC(C)C3C)c3ccccc3c2=O)cc1 (configuration not stated),4,i,i,-5,i,i,i,i,-1,-7,i
CCc1nn(C(CC)C(=O)NCCCc2ccccc2)c(=O)c2cc3occc3n12 (configuration not stated),0,i,i,3,i,i,i,i,4,-12,i
O=C(N/N=C/c1ccccc1O)NC12CC3CC(CC(C3)C1)C2,-1,i,i,-1,i,i,i,i,-2,-2,i
Cc1nnc2sc(-c3ccc(-c4ccc(Cl)c(C(F)(F)F)c4)o3)nn12,3,i,i,-1,i,i,i,i,3,-9,i
Nc1nc(SCCO)[nH]c(=O)c1NC(=O)c1ccc(Br)o1,-6,i,i,-3,i,i,i,i,18,-8,i
COC(=O)c1sccc1NC(=O)CC1C(=O)NCCN1C(=O)Nc1ccccc1 (configuration not stated),3,i,i,0,i,i,i,i,-3,-7,i
O=C1c2cccnc2C(=O)N1Cc1ccc(F)cc1,2,i,i,4,i,i,i,i,5,1,i
COc1c(OC)c(O)c2c(=O)c(O)c(-c3ccccc3)oc2c1OC,-2,i,i,1,i,i,i,i,-1,-4,i
COc1cc(SC)ccc1C(=O)N(Cc1ccccc1)c1ccccn1,-2,i,i,.,i,i,i,i,-1,-5,i
CCCN1CCC(Oc2cccc(C(=O)NCCc3ccccc3)c2)CC1,2,i,i,2,i,i,i,i,-1,-12,i
CCCCc1cc(=O)oc2c(C)c(OCC(=O)N3CCC(C(=O)O)(c4ccccc4)CC3)ccc12,0,i,i,1,i,i,i,i,-3,-9,i
COc1cccc(C(C#N)N2N=C(C)CC2(C)C)c1O (configuration not stated),2,i,i,-2,i,i,i,i,-3,-3,i
CCOC(=O)N1CCc2c(sc3nc4n(c(=O)c23)N=C(c2ccc(OC)cc2)CS4)C1,3,i,i,-2,i,i,i,i,1,-7,i
O=C1c2ccccc2C(=O)N1CCCCON1C(=O)c2ccccc2C1=O,-17,i,i,-1,i,i,i,i,0,-7,i
Cc1nc(NC(=S)NC(=O)c2cccs2)ccc1Br,-1,i,i,-8,13*,i,.,i,-2,-6,i
CCN1CC(CN(C)Cc2nc(-c3ccco3)oc2C)CC1=O (configuration not stated),-4,i,i,-3,i,i,i,i,0,-5,i
COc1cc(OC)c(NC(=O)c2ccc(Br)o2)cc1Cl,3,i,i,3,i,i,i,i,-2,-2,i
CCOC(=O)c1ccc(Oc2c(C)oc3cc(OS(C)(=O)=O)ccc3c2=O)cc1,2,i,i,-5,i,i,i,i,0,-3,i
CCn1c(=O)n(CC(=O)Nc2ccc(F)cc2)c(=O)c2ccccc21,6,i,i,0,i,i,i,i,.,-5,i
CCCCCC(=O)O/N=C(\C)c1ccn(S(=O)(=O)c2ccccc2)c1,1,i,i,-3,i,i,i,i,1,-6,i
Cn1nccc1/C=C(/C#N)S(=O)(=O)c1ccccc1,0,i,i,4,i,i,i,i,-1,-9,i
O=C(NNC(=O)c1ccc(Cl)c(Cl)c1)c1cccnc1,-11,i,i,0,i,i,i,i,-1,-8,i

One compound at a time, from the list above. Order of screens: GSK3beta inhib	KCNQ1 block	KCNK3 block	DYRK1A inh	KCNQ1 act	KCNK9 block	PolyA inhibitor	RGS4 inh	GSK3A inh	hERG rescue	RGS4 pot
CCCN1CCC(Oc2cccc(C(=O)NCCc3ccccc3)c2)CC1 is listed as 2	i	i	2	i	i	i	i	-1	-12	i
COc1c(OC)c(O)c2c(=O)c(O)c(-c3ccccc3)oc2c1OC is listed as -2	i	i	1	i	i	i	i	-1	-4	i

(further entries)
SMILES,GSK3beta inhib,KCNQ1 block,KCNK3 block,DYRK1A inh,KCNQ1 act,KCNK9 block,PolyA inhibitor,RGS4 inh,GSK3A inh,hERG rescue,RGS4 pot
CCc1cc2cccc(C)c2nc1SCC(=O)N1CCN(C(=O)c2ccco2)CC1,-1,i,i,2,i,i,i,i,-2,-21,i
CCCCOC(=O)Nc1ccc(S(=O)(=O)Nn2cnnc2)cc1,2,i,i,11,i,i,i,i,-1,-6,i
CCCN1CCC(=O)N([C@H](CN=[N+]=[N-])Cc2ccccc2)CC1,0,i,i,.,i,i,i,i,2,-5,i
O=S(=O)(N1CCCCC1)n1nnc2ccccc21,2,i,i,-5,i,i,i,i,-1,-4,i
CCOC(=O)C(CSCc1ccccc1)NC(=O)OC(C)(C)C (configuration not stated),3,i,i,1,i,i,i,i,-3,-6,i
Cc1ccccc1CS(=O)(=O)Cc1ccc(C(=O)NC2CCCCC2)o1,0,i,i,-1,i,i,i,i,0,-4,i
Cn1nnnc1SCC(=O)N1CCN(S(=O)(=O)c2ccccc2)CC1,-1,i,i,-5,i,i,i,i,0,-19,i
COc1ccc(Nc2cc(Sc3ccc(OC)cc3)ncn2)cc1,0,i,i,33,i,i,i,i,0,-11,i
CCOC(=O)c1[nH]c2cc(OC)c(OC)cc2c1N,1,i,i,18,i,i,i,i,2,-16,i
COCC(O)CNc1ccccc1 (configuration not stated),1,i,i,0,i,i,i,i,0,-11,i
Clc1ccc(CN2C3=NCCN3c3ccccc32)cc1,2,i,i,-2,i,i,i,i,1,-9,i
CCc1ccc(NC(=S)N2CCNC(=O)C2CC(=O)OC)cc1 (configuration not stated),-2,i,i,4,i,i,i,i,-1,-16,i
CC(=O)c1c(C)[nH]c(C(=O)CN2C(=O)NC(C)(CCC(C)C)C2=O)c1C (configuration not stated),-1,i,i,14,i,i,i,i,-1,-8,i
COc1cccc(-c2noc(CCCC(=O)NC3CCCC3)n2)c1,1,i,i,.,i,i,i,i,.,-18,i
CCCOc1ccc(-c2c(C(=O)N/N=C/c3ccc(OC)cc3)nnn2-c2nonc2N)cc1,5,i,i,6,i,i,i,i,1,-9,i
O=C(NCCOc1cccnc1)c1ccc(OC2CCN(Cc3ccccn3)CC2)cc1,0,i,i,0,i,i,i,i,-2,-11,i
Nc1nc(CN2CCN(c3ccccc3)CC2)nc(Nc2ccc(Cl)cc2)n1,3,i,i,-5,i,i,i,i,.,-19,i
CCn1c(Cc2ccccc2)nnc1SCC(=O)OC(C)C,0,i,i,-20,i,i,i,i,12,-4,i
COc1ccc(Cl)cc1NC(=O)CN1C(=O)CC(C)S(=O)(=O)c2ccccc21 (configuration not stated),1,i,i,-5,i,i,i,i,-1,-7,i
O=C(N=Nc1c(O)[nH]c2ccccc12)c1ccc2c(c1)OCO2,-3,i,i,0,i,i,i,i,-1,-4,i
CCCC(=O)NC(c1cccs1)c1cc([N+](=O)[O-])c2cccnc2c1O (configuration not stated),-1,i,i,-1,i,i,i,i,-2,-11,i
Cc1cc(O)ccc1Nc1nc2ccccc2nc1Nc1ccc(O)cc1C,3,i,i,47,i,i,i,i,5,-11,i
O=C(OCc1ccccc1)c1cnc(Cl)c(Cl)c1,3,i,i,3,i,i,i,i,-1,-12,i
O=C(N=C1SC2CS(=O)(=O)CC2N1c1cccc(F)c1)C1CC1 (configuration not stated),1,i,i,-2,i,i,i,i,-1,-6,i
O=C(CN1C(=O)S/C(=C\c2ccc(O)cc2)C1=O)c1ccccc1,-2,i,i,-3,i,i,i,i,0,-3,i
COc1cccc(CN(C)C(=O)c2ccc(N3CCCC3)c([N+](=O)[O-])c2)c1,0,i,i,-2,i,i,i,i,-1,-10,i
CCOCCCNC(=O)/C(C#N)=C/c1ccccc1F,7,i,i,.,i,i,i,i,-1,-5,i
COC(=O)/C=C1\N/C(=N\c2nc(C)cc(C)n2)N(c2ccc(Cl)cc2)C1=O,5,i,i,.,i,i,i,i,3,-9,i
Cc1nnc2n1NC(c1ccc(Cl)cc1)C(C(=O)N1CCC(C)CC1)S2 (configuration not stated),3,i,i,2,i,i,i,i,1,-7,i

Taken from above:
Entry for `COc1cccc(CN(C)C(=O)c2ccc(N3CCCC3)c([N+](=O)[O-])c2)c1` under hERG rescue: -10
Entry for `Cc1nnc2n1NC(c1ccc(Cl)cc1)C(C(=O)N1CCC(C)CC1)S2` (configuration not stated) under GSK3A inh: 1
Entry for `COc1ccc(Cl)cc1NC(=O)CN1C(=O)CC(C)S(=O)(=O)c2ccccc21` (configuration not stated) under hERG rescue: -7
Entry for `O=C(N=Nc1c(O)[nH]c2ccccc12)c1ccc2c(c1)OCO2` under hERG rescue: -4
Entry for `O=C(OCc1ccccc1)c1cnc(Cl)c(Cl)c1` under GSK3A inh: -1
Entry for `O=C(CN1C(=O)S/C(=C\c2ccc(O)cc2)C1=O)c1ccccc1` under hERG rescue: -3
Entry for `O=C(NCCOc1cccnc1)c1ccc(OC2CCN(Cc3ccccn3)CC2)cc1` under hERG rescue: -11
